Screens deposited in PubChem BioAssay by several laboratories.
MT1-MMP act inh: blockers of MT1-MMP proenzyme processing, primary screen, HT1080 RFP-PRO-GFP cells, GFP/RFP fluorescence; GFP/RFP ratio change, % at 20 µM; GFP/RFP ratio fluorescence, overnight; percent of plate control window, DMSO zero; Matrix metalloproteinase-14 (Homo sapiens), P50281; 360,000 compounds, 0.061% hits;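 active = GFP/RFP ratio change of at least 30% with cell ATP level not reduced by more than half and red fluorescence within 50% of control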; note: strong numbers were not always called active
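Assay system: HT1080 RFP-PRO-GFP cells. Benchmarks: DMSO vehicle wells and RFP-L50D-GFP reporter cell wells. Times: overnight cell settling, then overnight compound exposure, 37 °C, 5% CO2. Compound: 20 µM single dose, 1% DMSO. Read-out basis: GFP/RFP fluorescence ratio.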
Rin1 Abl inh: inhibitors of Rin1-Abl protein binding, primary screen, biochemical, TR-FRET. inhibition, % at 7.35 µM. Tyrosine-protein kinase ABL1 (Homo sapiens) + Ras and Rab interactor 1 (Homo sapiens), …. 360,000 compounds, 0.4% hits; in the data active = inhibition above about 5%, passing the limit was not always enough
Target sequence (P00519 whole entry, looked up): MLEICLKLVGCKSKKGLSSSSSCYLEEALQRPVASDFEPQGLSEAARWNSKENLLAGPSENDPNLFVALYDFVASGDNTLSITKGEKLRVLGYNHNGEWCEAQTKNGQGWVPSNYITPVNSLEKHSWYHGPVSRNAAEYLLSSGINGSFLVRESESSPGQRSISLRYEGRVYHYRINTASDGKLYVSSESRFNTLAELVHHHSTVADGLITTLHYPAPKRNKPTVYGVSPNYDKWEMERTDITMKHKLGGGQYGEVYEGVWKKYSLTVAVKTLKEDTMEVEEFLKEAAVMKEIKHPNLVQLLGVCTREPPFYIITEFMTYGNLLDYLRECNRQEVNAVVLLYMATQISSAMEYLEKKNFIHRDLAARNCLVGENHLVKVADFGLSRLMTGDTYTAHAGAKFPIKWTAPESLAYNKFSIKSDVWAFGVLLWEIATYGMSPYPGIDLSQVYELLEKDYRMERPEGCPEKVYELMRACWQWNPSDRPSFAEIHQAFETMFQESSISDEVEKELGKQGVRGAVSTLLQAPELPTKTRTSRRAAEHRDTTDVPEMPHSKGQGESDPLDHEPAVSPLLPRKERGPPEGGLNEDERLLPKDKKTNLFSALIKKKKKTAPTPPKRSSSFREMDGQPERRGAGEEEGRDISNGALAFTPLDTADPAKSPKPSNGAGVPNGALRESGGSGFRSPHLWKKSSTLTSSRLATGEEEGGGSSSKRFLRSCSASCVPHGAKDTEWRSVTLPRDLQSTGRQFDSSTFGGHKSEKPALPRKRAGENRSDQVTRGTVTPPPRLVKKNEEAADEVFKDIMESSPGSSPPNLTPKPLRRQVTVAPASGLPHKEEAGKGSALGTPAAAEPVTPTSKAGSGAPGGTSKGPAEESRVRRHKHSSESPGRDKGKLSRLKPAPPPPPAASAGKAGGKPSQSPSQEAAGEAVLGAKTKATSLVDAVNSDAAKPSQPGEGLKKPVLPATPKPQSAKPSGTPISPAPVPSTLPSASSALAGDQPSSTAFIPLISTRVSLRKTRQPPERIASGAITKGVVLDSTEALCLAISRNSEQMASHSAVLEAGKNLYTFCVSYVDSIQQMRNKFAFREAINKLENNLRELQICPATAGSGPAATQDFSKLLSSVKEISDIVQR
Target sequence (Q13671 whole entry, looked up): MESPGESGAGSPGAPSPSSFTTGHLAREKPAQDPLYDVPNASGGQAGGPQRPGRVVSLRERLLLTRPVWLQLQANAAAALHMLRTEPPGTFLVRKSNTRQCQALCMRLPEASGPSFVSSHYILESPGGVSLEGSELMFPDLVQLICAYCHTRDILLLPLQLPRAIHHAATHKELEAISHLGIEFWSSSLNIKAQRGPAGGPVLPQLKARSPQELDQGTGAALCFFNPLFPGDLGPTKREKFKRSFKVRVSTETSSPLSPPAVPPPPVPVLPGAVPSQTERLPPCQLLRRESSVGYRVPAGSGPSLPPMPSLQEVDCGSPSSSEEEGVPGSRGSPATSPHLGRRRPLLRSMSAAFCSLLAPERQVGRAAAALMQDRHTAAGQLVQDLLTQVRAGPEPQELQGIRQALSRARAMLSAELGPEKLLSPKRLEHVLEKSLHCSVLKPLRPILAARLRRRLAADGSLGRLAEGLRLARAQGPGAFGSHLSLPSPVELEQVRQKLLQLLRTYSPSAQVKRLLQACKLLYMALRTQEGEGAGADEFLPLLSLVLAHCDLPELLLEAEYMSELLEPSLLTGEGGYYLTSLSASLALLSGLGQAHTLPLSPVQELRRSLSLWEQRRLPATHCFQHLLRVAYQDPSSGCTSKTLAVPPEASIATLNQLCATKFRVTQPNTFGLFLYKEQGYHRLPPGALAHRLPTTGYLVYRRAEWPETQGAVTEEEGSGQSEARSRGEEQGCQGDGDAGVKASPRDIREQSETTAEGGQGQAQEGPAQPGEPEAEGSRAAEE
MsrA act: bovine MsrA enzyme activators, primary screen, biochemical, absorbance, HTS; activation, % at 10.6 µM; purified bovine MsrA, absorbance read-out; AID 602163, 2012; 360,000 compounds, 0.3% hits; Methionine sulfoxide reductase A (Bos taurus); in the data active = activation above about 7.5%;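 note: 0% = vehicle and 100% = reference activator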
eLon inh: inhibitors of E. coli Lon protease, primary screen, biochemical, fluorescence polarization; P0A9M0; purified E. coli Lon protease; inhibition, % at 7.94 µM; 360,000 compounds, 0.42% hits; AID 602123, 2011; in the data active = inhibition above about 13%, passing the limit was not always enough;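 note: 0% = enzyme with probe and DMSO and 100% = no enzyme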
SKN-1 inh: suppressors of acrylamide-induced Pgst-4::GFP reporter in worms, primary screen, SKN-1 inhibitor project, whole organism, uHTS, GFP/RFP fluorescence ratio, strain VP596. 360,000 compounds, 0.49% hits. AID 624304, 2012. C. elegans VP596 Pgst-4::GFP/RFP ratio, 24 h. inhibition, % at 21.8 µM;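 active = interference check ratio from 0.5 to 1.5 plus GFP to RFP signal ratio inhibition reaching or exceeding a fixed threshold, cut at about 30% in these data, passing the limit was not always enough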; note: some compounds called inactive have numbers as strong as hits
CendR NRP1 mod: modulators of CendR peptide binding to NRP-1, primary screen, biochemical, fluorescence polarization, uHTS; FAM-RPARPAR peptide binding to NRP-1; inhibition, % at 25 µM; 360,000 compounds, 0.85% hits; AID 602438, 2012;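 active = inhibition or corrected inhibition above about 18%, plus a signal ratio from 0.5 to 1.5, limit read from the data, passing the limit was not always enough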; note: strong numbers were not always called active
MsrA inhibitor: bovine MsrA enzyme inhibitors, primary screen, biochemical, absorbance, HTS; AID 651718, 2012; purified bovine MsrA, absorbance read-out; 360,000 compounds, 0.75% hits; inhibition, % at 15.5 µM; in the data active = inhibition above about 4.5%;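 note: 0% = vehicle wells with enzyme and 100% = reference inhibitor wells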
FAS TE block: FAS thioesterase domain inhibitors, primary screen, biochemical, fluorescence intensity, uHTS | 360,000 compounds, 0.67% hits | recombinant FAS-TE, OMFH fluorogenic substrate, fluorescence endpoint | inhibition, % at 15 µM | Fatty acid synthase (Homo sapiens), P49327 | AID 602261, 2012;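 active = compounds whose normalised, plate-corrected inhibition of enzyme fluorescence in the single-dose primary screen is 50% or more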;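 note: 0% = DMSO with enzyme and 100% = substrate without enzyme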
Neddyl block: inhibitors of cullin neddylation, primary screen, biochemical, TR-FRET, uHTS, NAE and Ubc12 | NEDD8-conjugating enzyme Ubc12 (Homo sapiens) + NEDD8-activating enzyme E1 regulatory … | calls only at 25 µM | 360,000 compounds, 0.58% hits | AID 651699, 2012; in the data active = inhibition above about 36%
Numbers without * were called inactive; i = inactive; / = no result given; + = active, no number. Random draw from the library, and some 4.2% of all compounds hit somewhere here.

smiles	MT1-MMP act inh	Rin1 Abl inh	MsrA act	eLon inh	SKN-1 inh	CendR NRP1 mod	MsrA inhibitor	FAS TE block	Neddyl block
Cc1ccccc1N1CCN(C(=S)c2ccc([N+](=O)[O-])cc2)CC1	2	2	-10	-3	7	-1	0.4	15	i
CCCCCCCCn1c(N2CCN(c3cccc(Cl)c3)CC2)nc2c1c(=O)[nH]c(=O)n2C	-15	3	0	-6	-13	0	1.0	36	i
CN(C(=O)c1ccc(NC(=O)Cc2ccc(NC(=O)C3CCCN(C(=O)C4CCC4)C3)cc2)cc1)C1CCCC1 (centres undefined)	5	0	1	2	-2	-11	-0.8	-4	i
CCOC(=O)C1CCCN(C(=O)c2cccc(S(=O)(=O)N(C)c3ccc(OC)cc3)c2)C1 (centres undefined)	-4	0	-2	-10	15	-7	-0.7	-2	i
O=C(NCc1cccc(C(F)(F)F)c1)C1CCC(=O)N(C2CCCCCC2)C1 (centres undefined)	5	2	0	1	0	-2	0.3	-3	i
NS(=O)(=O)c1ccc(CCNC(=O)COC(=O)CCSc2ccc(Cl)cc2)cc1	-1	2	-5	-12	2	1	-0.3	-11	i
CC(=O)N(CN1C(=O)C2CC=CCC2C1=O)c1cccc(Cl)c1 (centres undefined)	-4	-5	-10	13	36*	4	-0.4	-10	i
O=C(CN1CCN(c2ccc(O)cc2)CC1)NCC(=O)Nc1ccc(F)c(F)c1F	/	-2	-12	-5	-17	10	0.0	-2	i
O=C(CNS(=O)(=O)c1cccc(C(F)(F)F)c1)Nc1ccccc1F	1	2	-9	1	-1	2	-0.6	3	i
CC1CCN(S(=O)(=O)c2cc(Cl)ccc2Br)CC1	-3	3	-5	-1	11	-12	0.8	20	i
CC(Cc1ccccc1)C(=O)NCc1ccncc1 (centres undefined)	0	-2	-2	-2	25	6	0.9	-4	i
CN(C)c1cccc(-c2cc(Nc3ccc(C(C)(C)C)cc3)ncn2)c1	5	0	-3	-5	14	3	0.1	12	/
C(=N\Nc1ccccc1)/c1nc2ccccc2s1	3	-6	-2	6	9	8	0.0	4	i
Cc1ccc(CNC(=O)C2CCC(=O)N(CCCN3CCOCC3)C2)cc1 (centres undefined)	-2	-1	-2	8	30	11	-0.8	-7	i
CC(=O)Nc1ccc(NC(=S)Nc2ccc(Br)cc2)cc1	0	-2	-2	0	2	-4	0.8	2	i
O=C(C1=C(O)C(=O)N(CC2CCCO2)C1c1cccc(O)c1)c1ccco1 (centres undefined)	2	-1	-3	2	2	-2	1.0	-4	i
Cc1ccc(S(=O)(=O)Cc2sc3ccccc3[n+]2C)cc1	7	1	-10	11	2	0	/	11	i
COc1cc(C(=O)NCCOc2ccc(F)cc2)c(Br)c(OC)c1OC	2	-1	-1	0	0	-8	-0.7	-3	i
CC1(C)CC(=O)c2c(Cc3ccccc3)n[nH]c2C1	4	-1	-1	-7	20	-1	1.0	-1	i
CCN(CC)C(=O)c1cn(-c2ccccc2)nc1-c1ccc2c(c1)OCCO2	-3	0	-3	-1	-2	2	0.0	-5	i
Cc1cccc(OCCOc2ccc(/C=N/NC(=O)Cc3nnc(N)s3)cc2)c1	1	2	-4	4	10	1	0.6	-8	i
CCCCCCCCS(=O)c1sc2nc3c(cc2c1N)CCCC3 (centres undefined)	1	3	-3	-14	-10	-17	0.8	13	i
C=C(C)[C@@H]1CCC2(C(=O)O)CC[C@]3(C)[C@H](CC[C@@H]4[C@@]5(C)CCC(=O)C(C)(C)[C@@H]5CC[C@]43C)[C@@H]12 (some centres undefined)	-3	-1	-3	-8	0	-14	0.6	11	i
Cn1c(=O)c2c(nc(N3CCN(c4ccccc4)CC3)n2CCCc2ccccc2)n(C)c1=O	8	-1	3	5	0	1	-0.2	14	i
O=S(=O)(NC1CCCCC1N1CCOCC1)c1ccc(Cl)cc1 (centres undefined)	6	3	-2	-4	0	16	1.4	-2	i
COc1ccc(-c2ccc3c(c2)S(=O)(=O)c2cccc(C(=O)N4CCN(c5c(Cl)cncc5Cl)CC4)c2C3=O)cc1OC	0	-1	-5	-4	5	-49	0.0	68*	i
O=C(c1ccc2c(c1)OCO2)N1CCN(S(=O)(=O)c2ccccc2)CC1	-3	-2	-3	1	17	7	-1.4	-1	i
CCc1nc2ccc(C(=O)Nc3ccc(OC)c(OC)c3)cn2c1N(C)Cc1ccc(OC)cc1	0	-3	2	3	14	0	0.7	6	i
CC(C)[C@H](NS(=O)(=O)c1ccccc1)C(=O)OCC(=O)Nc1ccccc1Sc1ccccc1	-4	-2	-9	4	-8	2	-0.3	28	i
Fc1cccc(Cl)c1CSc1ccc2nnc(-c3ccccn3)n2n1	-6	0	-2	-22	-3	10	0.1	-4	i

Quoted at random: two compounds from above.
smiles	MT1-MMP act inh	Rin1 Abl inh	MsrA act	eLon inh	SKN-1 inh	CendR NRP1 mod	MsrA inhibitor	FAS TE block	Neddyl block
NS(=O)(=O)c1ccc(CCNC(=O)COC(=O)CCSc2ccc(Cl)cc2)cc1	-1	2	-5	-12	2	1	-0.3	-11	i
COc1cc(C(=O)NCCOc2ccc(F)cc2)c(Br)c(OC)c1OC	2	-1	-1	0	0	-8	-0.7	-3	i

Continued.
smiles	MT1-MMP act inh	Rin1 Abl inh	MsrA act	eLon inh	SKN-1 inh	CendR NRP1 mod	MsrA inhibitor	FAS TE block	Neddyl block
O=C(NCC(c1ccc(F)cc1)N1CCOCC1)c1ccc(-c2ccccc2)cc1 (centres undefined)	-4	4	-1	-20	2	-5	-1.4	17	i
O=C(CSc1ccc(-c2ccccc2)nn1)N1CCCCC1	-5	3	-1	-1	-1	-1	1.7	-4	i
Cc1cc(=O)oc2cc(OCC(=O)OCC(=O)N(CCC#N)c3ccccc3)ccc12	1	-1	-4	4	4	8	1.6	-1	i
COc1ccc(S(=O)(=O)n2ccc(-c3cnc(-c4ccccc4)s3)n2)cc1	/	-1	-2	-3	27	-11	1.6	58*	i
Cc1cccc(CNC(=O)CCc2nnc(C3CCCCC3)o2)c1	2	-2	-4	13	7	1	1.0	-2	i
CCN(C(=O)CSc1nc(C)c(C)c(C)n1)C1CCS(=O)(=O)C1 (centres undefined)	-2	3	-11	1	-20	-1	0.7	-4	i
Cc1cc(NC(=O)CCC(=O)N(CC(C)C)C(C(=O)NC(C)(C)C)c2ccccc2Cl)no1 (centres undefined)	-6	2	-5	12	-24	0	1.6	1	i
COC(=O)C(Cc1ccccc1)NC(=O)CCC(=O)NC(C)CCc1ccccc1 (centres undefined)	-1	1	-2	-4	-12	1	1.2	-2	i
O=C(CN1C(=O)COc2ccc(Cl)cc21)Nc1ccc(N2CCOCC2)cc1	1	0	0	-2	10	14	-0.4	-2	i
CC(C)CCN(N=O)[C@@H](Cc1ccccc1)CN(N=O)[C@@H](Cc1ccccc1)CN(C)N=O	-6	-1	-4	5	16	0	0.9	19	i
CC1CCN(C(=O)/C(=C/c2ccccc2Cl)c2ccccc2)CC1	-7	0	-3	-6	2	20	-1.0	21	i
Cc1oc(C(=O)Nc2ccc(C(=O)O)cc2)cc1COc1ccccc1	6	-8	-10	-5	-16	-5	0.8	-8	i
CCOC(=O)c1ccc(NC(=O)C2C3CCC(C3)C2C(=O)O)cc1 (centres undefined)	-3	2	-3	-1	7	3	-0.5	-2	i
O=C(NCc1nc2ccccc2[nH]1)C1=C[C@H](c2ccc3c(c2)OCO3)C[C@H](OCCCCO)O1	0	-2	-9	9	-9	-10	-0.7	0	i
Nc1nc2ccc(-c3nc4ccccc4o3)cc2s1	3	0	-6	1	14	-6	3.4	4	/
Cc1nc2nc(C)c(NS(=O)(=O)c3ccc(C4CCCCC4)cc3)c(=O)n2[nH]1	1	4	-7	0	4	-10	0.5	0	i
CCN(CC(=O)NCc1cccs1)C(=O)c1ccc(NS(=O)(=O)c2cccc([N+](=O)[O-])c2)cc1	-4	-1	-4	-8	-7	3	-0.3	-2	i
Clc1cccc(Oc2ncc(CN3CCOCC3)s2)c1	5	1	-4	-5	4	-1	0.6	-6	i
CC(C)C[C@H]1CNC(=S)N1CC1CCN(CC2CCC(C(C)(C)C)CC2)CC1 (some centres undefined)	3	-4	3	4	24	-6	-0.1	-12	i
CN(C)c1ccc(NC(=O)c2cccc(N3C(=O)C4C5C=CC(C5)C4C3=O)c2)cc1 (centres undefined)	-3	-4	-3	13	11	-1	2.1	-6	i
CN(C)c1ccc(/C=N/NC(=O)CCCCCNC(=O)c2ccccc2)cc1	-2	-3	-7	-9	5	-10	4.8*	-3	+
CCC(CC)C(=O)N1c2ccc(F)cc2CCC1C (centres undefined)	-7	0	-12	-7	-22	-4	-1.0	-9	i
CCCCCC[n+]1ccccc1/C=C/c1ccc(N(C)C)cc1	-21	-31	-1	-184	67	124	0.7	-10	i
CCCCNC(=O)C1CCN(S(=O)(=O)c2ccc3c(c2)CC(C)N3C(=O)C2CC2)CC1 (centres undefined)	-1	1	1	-5	4	1	0.4	1	i
CSc1ccccc1C(=O)Nc1ccc2c(c1)OCO2	2	-2	-2	-1	-3	-7	0.5	-1	i
COc1ccc(CNC(=O)COc2ccc(F)cc2)cc1	2	1	-1	-2	1	-2	-0.4	-1	i
CCc1ccc(NC(=O)CSc2nnc(-c3cccs3)n2CC)cc1	-7	-4	-1	-8	5	14	0.9	2	i
CCC(=O)c1ccc(OC(=O)c2cccs2)cc1	3	-1	-6	1	7	11	0.6	6	i
CCC/C(O)=C1\C(=O)CCCC1=NCCc1c(C)[nH]c2ccc(OC)cc12	-4	3	1	-11	14	2	-1.0	-2	i
